inhibitors of VEEV = inhibitors of VEEV TC-83 cytopathic effect, confirmation, Vero cells (AID 588727); one-dose inhibition, % at 20 µM; IC50 in µM for titrated hits; 0.13% of 350,000 active; Vero cells, VEEV TC-83 cytopathic effect inhibition; higher % means a stronger effect; in the data active = a potency from the dose series; inconclusive = inhibition mostly from about 14% at the one dose, without a potency; inactive = the rest, 99 in 100 with inhibition below about 12%; note: strong numbers were not always called active
tuberculosis growth = growth inhibition of non-replicating M. tuberculosis (AID 488890) | Mycobacterium tuberculosis non-replicating, growth inhibition; higher % means a stronger effect | 0.39% of 320,000 active | inhibition, % at 25 µM, or IC50 in µM where a hit was titrated; in the data active = a potency from the dose series; inconclusive = inhibition mostly from about 82% at the one dose, without a potency; inactive = the rest, 99 in 100 with inhibition below about 76%;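 note: plate controls were DMSO cells for no effect and high antibiotic wells for full effect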
H37Rv inhibition = M. tuberculosis growth inhibition, HTS (AID 449762) | 0.59% of 330,000 active | inhibition, % at 25 µM, or IC50 in µM where a hit was titrated | M. tuberculosis H37Rv growth inhibition, 7H9 media; higher % means a stronger effect; in the data active = a potency from the dose series; inconclusive = inhibition above about 70% without an active follow-up result;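 note: bacterial growth assessed after seven days of incubation; strong numbers were not always called active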
Salmonella PhoP GFP = PhoP regulon inhibitors, Salmonella typhi PhoP promoter GFP reporter, confirmatory (AID 1850) | Salmonella Typhi PhoP-promoter GFP reporter, fluorescence, 4 h; higher % means a stronger effect | inhibition, % at 50 µM; hits with a dose series show IC50 in µM | 0.33% of 310,000 active; in the data active = a potency from the dose series; inconclusive = inhibition mostly from about 25% at the one dose, without a potency; inactive = the rest, 99 in 100 with inhibition below about 19%;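 note: 0% = induced wells with vehicle and 100% = uninduced wells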
influenza NS1A = NS1A inhibition, H1N1 influenza, cell based functional assay (AID 504329). 0.3% of 340,000 active. inhibition, % at 12.5 µM; hits with a dose series show IC50 in µM. NS1A functional cell-based assay, percent inhibition; higher % means a stronger effect; in the data active = a potency from the dose series; inconclusive = inhibition above about 27% without an active follow-up result; note: strong numbers were not always called active
inhibitors of VEEV 10K pilot screen = further read-out of inhibitors of VEEV, marked with its call; inhibition, %; measured here: 10K pilot screen inhibition
* = called active by the depositor; i = inactive; u = inconclusive; x = not tested or not shown; & = joins results of further samples.

SMILES	inhibitors of VEEV	tuberculosis growth	H37Rv inhibition	Salmonella PhoP GFP	influenza NS1A	others
CCSc1ncnc2c(C#N)c3n(c12)CCCCC3	7.6%	29%	2%	-8%	-2%
NC(=S)N/N=C1\c2ccccc2-c2c(C(=O)O)cccc21	1.2%	-8%	-1%	9%	3%
CN(CC(=O)NCc1cccs1)S(=O)(=O)c1cccc2nsnc12	0.6%	-21%	-4%	-2%	7%
COc1ccccc1N1CCN(CC(O)COc2ccc3c(c2)CCC3)CC1 (centres undefined)	i	30%	-3%	2%	12%
COc1cc(NC(=O)c2ccc3c(c2)OCO3)ccc1NC(=O)C(C)C	5.9%	13%	6%	-20%	-1%
CCC(C)c1ccccc1N1CC(C(=O)Nc2ccccc2N2CCCC2)CC1=O (centres undefined)	6.2%	31%	-18%	-4%	-3%
O=C(CCN1C(=O)c2ccccc2S1(=O)=O)Nc1ccc(F)c([N+](=O)[O-])c1	1.8%	-14%	-5%	9%	-8%
CCCCCCn1c(O)c(C=NC2CCCCC2N)c(=O)[nH]c1=O (centres undefined)	x	33%	6%	11%	x
COc1ccc(C(=O)Nc2cc(OC)c(NC(=O)c3ccco3)cc2OC)cc1	12%	u	u	0%	5%
COCC(=O)Nc1cc(C(=O)Nc2cccc(C)c2C)ccc1Cl	0.3%	16%	4%	9%	-3%
Cc1c(N(C)S(=O)(=O)c2cc(C(=O)NCC3CCCO3)ccc2Cl)c(=O)n(-c2ccccc2)n1C (centres undefined)	i	-1%	0%	6%	8%
COc1ccc(C(=O)NCC(=O)NCCc2c[nH]c3ccccc23)cc1OC	0.4%	3%	-6%	10%	7%
COc1ccc(Cl)cc1S(=O)(=O)N1CCN(Cc2ccc3c(c2)OCO3)CC1	i	14%	-1%	-10%	5%
CCN(CC)Cc1c(O)ccc2c(C)c(CC(=O)OC)c(=O)oc12	1.6%	-12%	-21%	-2%	3%
COc1ccc2nc(NC(=O)c3cccnc3SC)sc2c1	6.9%	-4%	26%	-4%	3%	inhibitors of VEEV 10K pilot screen=7.4
COc1ccc(Nc2cc(C)nc3c(C)cccc23)cc1OC	0.9%	14%	1%	-4%	3%
C=C1CSc2nc(=O)c3c4c(sc3n21)CCC4	i	31%	45%	-25%	-24%
CCCCC1CCC(c2nc(-c3cccnc3)no2)CC1 (centres undefined)	0.2%	-8%	21%	13%	-9%
O=C(CCSCc1cccc(F)c1)NCCc1ccccc1	i	50%	5%	-6%	-1%
Cc1ccc(Nc2nc(C(=O)NCc3ccco3)cs2)cc1	0.5%	u	48%	0%	-6%	inhibitors of VEEV 10K pilot screen=2.8
O=c1nc(-c2ccccc2)nc(-c2ccccc2)[nH]1	1.6%	34%	25%	3%	-21%
COc1cccc(NC(=O)C/C(C)=N/NC(=O)C2CCCCC2)c1	1.2%	-1%	-5%	15%	-2%
Cn1c(SCc2nnc3n2CCCCC3)nc2ccccc21	0.2%	1%	2%	-14%	-2%
CC(C)CC(NC(=O)OC(C)(C)C)C(=O)NC(C(=O)NC(C)C(N)=O)C(C)C (centres undefined)	0.3%	0%	-4%	-18%&13%	-1%
CC(C)Cn1c(N)c(C(=O)COC(=O)Cc2cccs2)c(=O)n(C)c1=O	1.8%	-3%	-15%	-6%	-12%
C[C@H](CO)N1C[C@H](C)[C@H](CN(C)Cc2ccc(Oc3ccccc3)cc2)Oc2ccc(NC(=O)Nc3cccc4ccccc34)cc2CC1=O	5.4%	39%	5%	x	9%
COCCCNC(=O)CN1CCN(Cc2ccc(Cl)cc2)C1=O	2.8%	x	-9%	0%	-13%

No new results follow: entries from further up.
SMILES	inhibitors of VEEV	tuberculosis growth	H37Rv inhibition	Salmonella PhoP GFP	influenza NS1A	others
COc1ccc(C(=O)Nc2cc(OC)c(NC(=O)c3ccco3)cc2OC)cc1	12%	u	u	0%	5%
COCC(=O)Nc1cc(C(=O)Nc2cccc(C)c2C)ccc1Cl	0.3%	16%	4%	9%	-3%
Cc1c(N(C)S(=O)(=O)c2cc(C(=O)NCC3CCCO3)ccc2Cl)c(=O)n(-c2ccccc2)n1C (centres undefined)	i	-1%	0%	6%	8%
COc1ccc(C(=O)NCC(=O)NCCc2c[nH]c3ccccc23)cc1OC	0.4%	3%	-6%	10%	7%
COc1ccc(Cl)cc1S(=O)(=O)N1CCN(Cc2ccc3c(c2)OCO3)CC1	i	14%	-1%	-10%	5%
CCN(CC)Cc1c(O)ccc2c(C)c(CC(=O)OC)c(=O)oc12	1.6%	-12%	-21%	-2%	3%
COc1ccc2nc(NC(=O)c3cccnc3SC)sc2c1	6.9%	-4%	26%	-4%	3%	inhibitors of VEEV 10K pilot screen=7.4
COc1ccc(Nc2cc(C)nc3c(C)cccc23)cc1OC	0.9%	14%	1%	-4%	3%
C=C1CSc2nc(=O)c3c4c(sc3n21)CCC4	i	31%	45%	-25%	-24%
CCCCC1CCC(c2nc(-c3cccnc3)no2)CC1 (centres undefined)	0.2%	-8%	21%	13%	-9%
O=C(CCSCc1cccc(F)c1)NCCc1ccccc1	i	50%	5%	-6%	-1%
Cc1ccc(Nc2nc(C(=O)NCc3ccco3)cs2)cc1	0.5%	u	48%	0%	-6%	inhibitors of VEEV 10K pilot screen=2.8
O=c1nc(-c2ccccc2)nc(-c2ccccc2)[nH]1	1.6%	34%	25%	3%	-21%
COc1cccc(NC(=O)C/C(C)=N/NC(=O)C2CCCCC2)c1	1.2%	-1%	-5%	15%	-2%
Cn1c(SCc2nnc3n2CCCCC3)nc2ccccc21	0.2%	1%	2%	-14%	-2%
CC(C)CC(NC(=O)OC(C)(C)C)C(=O)NC(C(=O)NC(C)C(N)=O)C(C)C (centres undefined)	0.3%	0%	-4%	-18%&13%	-1%

Compound activity as filed in PubChem.
